# Compound activity: PubChem BioAssay, National Center for Advancing Translational Sciences (NCATS)
# D1 agonist = human D1 receptor agonism. P21728. HEK293 T-REx D1 cells, calcium flux, agonist mode. activation, % at 2 µM. 360,000 compounds, 1% hits. AID 504660; in the data active means activation above about 30%; further: 0% is about no effect
# Target sequence (P21728 whole entry, looked up): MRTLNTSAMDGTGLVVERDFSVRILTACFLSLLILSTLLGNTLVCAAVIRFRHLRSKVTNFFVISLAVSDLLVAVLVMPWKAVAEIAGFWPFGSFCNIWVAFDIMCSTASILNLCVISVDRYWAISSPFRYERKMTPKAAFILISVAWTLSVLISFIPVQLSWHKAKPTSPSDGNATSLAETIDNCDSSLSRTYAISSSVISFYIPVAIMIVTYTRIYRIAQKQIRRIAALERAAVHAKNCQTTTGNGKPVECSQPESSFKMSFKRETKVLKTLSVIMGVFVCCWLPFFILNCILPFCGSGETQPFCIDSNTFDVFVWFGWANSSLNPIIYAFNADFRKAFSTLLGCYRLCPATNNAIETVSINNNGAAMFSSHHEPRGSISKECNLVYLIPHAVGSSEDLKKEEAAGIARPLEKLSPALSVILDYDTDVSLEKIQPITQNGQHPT
#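 Inducible HEK293 T-REx D1 cells, force-coupled to calcium signalling, were plated at 4000 cells/well with tetracycline and held overnight at 30 C. After no-wash calcium dye loading, compound-evoked calcium rise over 180 s flagged agonists.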
# D1 antag = antagonists of human D1 dopamine receptor; P21728; HEK293 TREx D1 cells, calcium flux, dopamine EC80; stronger effect = lower value; activity change, negative = inhibition, % at 10 µM; 360,000 compounds, 3.2% hits; AID 504652; in the data active means activity change below about -30%; further: on the % scale 0 is the no-effect control and ±100 the full control effect
#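 After overnight tetracycline induction at 30 C, force-coupled D1 HEK293 cells took up a no-wash calcium dye at room temperature. Compounds were added and monitored 180 s, and the response to EC80 dopamine was then recorded.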
# RXFP1 agonist = activates the human relaxin receptor RXFP1. HEK293T-RXFP1 cAMP TR-FRET, 30 min; response scale: percent of porcine relaxin response, buffer zero. Potency, µM (series often up to 57.5 µM), inactives show top-dose activation, usual class: activators. 370,000 compounds, 0.3% hits; active means well fitted activation curve with a large enough effect; inconclusive means small, poorly fitted or top-dose-only effect; further: potency means the concentration at half of the fitted maximal effect; on the % scale 0 is the no-effect control and ±100 the full control effect; nearly all actives have a fitted effect of over 60% in size; many of its hits are not listed in these tables
#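 Agonist response is measured as cAMP accumulation in an RXFP1-transfected HEK293T line under PDE4 inhibition. Values are scaled between buffer-only and 29 nM porcine relaxin, and EC50s come from standard Hill equation fits.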
# D2 ag = activates the human D2 dopamine receptor | 340,000 compounds, 0.53% hits | HEK293 T-REx D2 cells, calcium flux agonist mode | P14416 | activation, % at 2 µM;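 active means activation over 3 SD above normal in the single-dose calcium agonist read, cut at about 30% in these data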; further: 0% is about no effect
#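 Calcium-flux readout, 1 cycle/sec over 180 s following compound pin transfer, in inducible HEK293 Trex D2 cells (force-coupled); dopamine controls included. Positive calcium responses during this window marked compounds as potential agonists.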
# D2 antagonist = antagonizes the human D2 dopamine receptor; inhibition, % at 10 µM; HEK293 TREx D2 cells, calcium flux, dopamine EC80; AID 485344; 340,000 compounds, 2% hits; P14416; in the data active means inhibition above about 30%; further: 0% is about no effect
#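 Calcium mobilization kinetics were recorded at 1 s intervals in tetracycline-induced HEK293 T-REx D2 cells, first for 180 s after compound addition and then 180 s after EC80 dopamine.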
# RXFP1 antagonist = RXFP1 (human) relaxin receptor antagonism. 350,000 compounds, 0.59% hits. HEK293-RXFP1, relaxin-stimulated cAMP HTRF, 30 min; stronger effect = lower value. activity change, negative = inhibition, % at 57.5 µM;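 active means activity change of -60% or lower, but not beyond a set lower limit; inconclusive means change between -60% and -40%, or beyond the set limit; inactive means change above -40%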; further: on the % scale 0 is the no-effect control and ±100 the full control effect
# TRHR enhancer = TRH receptor (human) allosteric enhancement; P34981; enhancement, % at 2 µM; 360,000 compounds, 0.66% hits; TRHR cells, fluo-8 calcium fluorescence, EC20 TRH enhancement; AID 493056; in the data active means enhancement above about 30%; further: 0% is about no effect
# Target sequence (P34981 whole entry, looked up): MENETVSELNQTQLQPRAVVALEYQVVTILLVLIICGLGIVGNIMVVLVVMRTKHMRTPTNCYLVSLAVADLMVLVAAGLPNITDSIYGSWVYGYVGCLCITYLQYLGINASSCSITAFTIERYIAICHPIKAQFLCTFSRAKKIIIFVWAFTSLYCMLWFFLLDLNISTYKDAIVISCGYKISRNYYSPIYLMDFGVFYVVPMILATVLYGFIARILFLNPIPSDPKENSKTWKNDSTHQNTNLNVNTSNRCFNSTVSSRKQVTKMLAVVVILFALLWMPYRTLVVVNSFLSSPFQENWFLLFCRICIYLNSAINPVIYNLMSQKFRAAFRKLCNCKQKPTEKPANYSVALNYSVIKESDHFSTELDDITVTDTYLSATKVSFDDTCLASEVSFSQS
#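 Enhancer read-out: after compound pinning and an initial kinetic agonist-mode read, an EC20 of TRH (10 nM final) was injected and fluo-8 calcium signal (Ex 480/Em 530) followed at 1 s/cycle for 100 cycles in TRHR-expressing cells.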
# D1 PAM = potentiators of human D1 dopamine receptor | potentiation, % at 10 µM | 360,000 compounds, 0.036% hits | HEK293 TREx D1 cells, calcium flux, dopamine EC20 potentiation | AID 504651; in the data active means potentiation above about 30%; further: 0% is about no effect
# D2 PAM = D2 dopamine receptor (human) potentiation; P14416; AID 485347; HEK293 T-REx D2, calcium flux, EC20 dopamine potentiation; potentiation, % at 10 µM; 340,000 compounds, 0.34% hits;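 active means potentiation over 3 SD above the plate norm, cut at about 30% in these data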; further: 0% is about no effect
#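 Tetracycline-induced Hek293 Trex D2 cells, force-coupled to calcium, loaded with no-wash calcium dye. Compound added with 180 s kinetic read for agonism, then EC20 dopamine and a further 180 s read for potentiation.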
# The depositor's hits bear a star; ? = inconclusive; . = not tested or not shown. A portion of the library; count on the stated rates, not on these rows.
SMILES,D1 agonist,D1 antag,RXFP1 agonist,D2 ag,D2 antagonist,RXFP1 antagonist,TRHR enhancer,D1 PAM,D2 PAM
COc1ccc(OCc2cccc(C(=O)Nc3ccc(CN4CCCCC4)cc3)c2)cc1,48*,-20,-0.2%,1.8,8,-3,-2,-11,-26
CCCCCn1c(=O)[nH]c2cc(C(=O)N3CCN(c4cccc(C)c4)C(C)C3)ccc2c1=O (stereo not drawn),5,-13,-0.5%,0.9,.,.,2,1,15
CC12CN(C(=O)c3ccc(Cl)cc3)C3(C#N)CC1CCC23C (stereo not drawn),0,-4,1.6%,0.2,13,7,-2,-4,2
NC(=O)C1CCN(C(=O)c2cccc(NC(=O)c3nsc4ccccc34)c2)CC1,1,8,0.2%,.,.,-7,-1,0,7
O=C(NN=C1CCCCC1)Nc1ccccc1Cl,2,4,0.5%,-0.4,7,.,0,-1,8
Cc1ccc(NCc2nnc(SCC(N)=O)n2CC2CCCO2)c(C)c1 (stereo not drawn),0,3,0.0%,0.8,-3,-5,-4,-5,3
O=c1nc2ccccc2c(NS(=O)(=O)c2ccccc2)n1-c1ccccc1,18,-2,2.5%,1.0,0,6,-1,-5,13
Cc1ccc(Cn2c(SCCN3CCCCC3)nc3c2c(=O)n(C)c(=O)n3C)cc1,2,-6,0.1%,0.5,25,-5,-6,9,-29
COc1ccc(CCNC(=O)COC(=O)c2ccc(C)s2)cc1,3,-7,2.2%,-0.4,30,3,-11,.,-7
CC1CCCCC1NC(=O)COC(=O)c1ccc2ncsc2c1 (stereo not drawn),3,-20,2.7%,0.8,1,0,3,-3,-4
CCCN(CCC)C(=O)c1c[nH]c2ccc(S(=O)(=O)N(C)c3ccc(Cl)cc3)cc2c1=O,3,-10,1.4%,1.1,.,-21,-3,1,1
NC(N)=N/N=C/c1ccc(Cl)c(Cl)c1,12,5,-0.4%,3.3,-19,-39,11,0,-3
Cc1ccc(/C=N/N2CCN(c3ccccn3)CC2)cc1,4,-1,-1.0%,1.5,-15,-8,0,16,13
Cc1cccc(/C=N/NC(=O)c2cc3c(s2)-c2ccccc2CC3)c1,0,5,0.4%,0.9,32*,-8,6,-1,14
Cc1ccc(Nc2nc(C(=O)N3CCC(C(=O)NCCN4CCOCC4)CC3)cs2)cc1,2,-5,-0.9%,0.4,-4,-12,10,0,-4
CC(C)(C)NS(=O)(=O)c1ccc(OCC(=O)NCc2ccco2)cc1,2,-3,-0.7%,-0.2,-3,-10,4,-1,-3
CC1=C(C(N)=O)C(c2ccccc2Br)n2ncnc2N1 (stereo not drawn),2,0,0.2%,.,.,.,-3,-1,-7
CC(C)N(C=O)C1(C(=O)NC2CCCCC2)CCCCC1,-3,11,1.1%,-0.7,12,7,-6,-4,-5
O=C(Nc1ncccn1)c1ccc(Cl)c([N+](=O)[O-])c1,3,-14,1.4%,-1.1,-2,-3,-1,-2,-2
O=C(NCc1ccc2c(c1)OCO2)C1CCC(=O)N1C1CCCCC1 (stereo not drawn),7,-1,-5.2%,-1.0,14,2,-11,-13,-9
COc1cc(C(CC(=O)NCc2ccccc2Cl)N2Cc3ccccc3C2=O)cc(OC)c1OC (stereo not drawn),0,3,5.1%,-0.4,.,.,-6,-1,-1
Cc1ccc(C(C(=O)NC2CCCC2)N(Cc2ccc3c(c2)OCO3)C(=O)c2snc(C(N)=O)c2N)cc1 (stereo not drawn),2,24,1.3%,0.8,8,9,-2,8,7
Cc1cc(C)n(CCCN2C(=O)c3cccc4cccc(c34)C2=O)n1,5,17,7.1%,-1.2,6,13,0,-7,19
Cc1cc(C)c(NC(=O)Cn2c(=O)n(Cc3ccc(C(=O)NCc4ccc5c(c4)OCO5)cc3)c(=O)c3ccccc32)c(C)c1,2,-10,4.5%,.,.,-2,7,1,14
Cn1c(C(=O)NC2CCCCCC2)cc2c(=O)n(C)c3ccccc3c21,2,-14,2.5%,0.0,-3,.,9,.,11
COc1ccc(S(=O)(=O)N2CCCC(C(=O)N3CCN(c4ccccc4)CC3)C2)cc1Cl (stereo not drawn),5,-5,0.4%,1.6,-6,7,-6,-5,-9
O=C(Cn1nnc(-c2ccncc2)n1)N(C1CCCCC1)C1CCCCC1,0,5,-2.4%,-0.7,-8,1,0,-3,11
CCC1CCCCN1CC(C)(C)NS(=O)(=O)c1ccccc1 (stereo not drawn),2,-44*,5.2%,-1.0,-4,-9,0,5,2
CC1CCC(C(C)C)C(=O)/C1=C\c1ccc(NC(=O)CCC(=O)O)cc1 (stereo not drawn),-3,8,-0.9%,0.0,-7,-9,-3,-2,4
CC(=O)N(Cc1ccco1)C1(C(=O)NC2CCCC2)CCCCC1,4,-11,0.0%,-0.9,13,22,-1,-6,-7
COc1cc(/C=C2\N=C(c3ccccc3)OC2=O)ccc1OC(C)=O,11,-8,-2.5%,1.6,14,-1,-4,1,5
CC(=O)SC1CC2=CC(=O)CCC2(C)C2CCC3(C)C(CCC34CCC(=O)O4)C12 (stereo not drawn),-2,2,-0.3%,-2.7,1,-22,10,0,-14
O=C(O)c1cccc(S(=O)(=O)N2CCN(Cc3ccc4c(c3)OCO4)CC2)c1,5,0,-0.1%,-0.1,3,14,1,.,6
COCCNC(=S)N(Cc1cc2cc(C)ccc2n2nnnc12)C1CCCC1,-1,3,?,-0.3,3,-9,5,4,-2
CCC(Oc1ccccc1)C(=O)Nc1ccc2oc(-c3ccc(OC)cc3)nc2c1 (stereo not drawn),3,1,11%,-1.9,.,-2,7,-1,11
Cn1ncc(C#N)c1/N=C/N1CCCCC1,3,2,1.5%,0.2,6,2,-5,-2,0
Cc1ccc(CNC(=O)/C=C/C(=O)O)cc1,3,1,0.2%,0.5,3,5,3,-2,6
COc1ccc(CCN2C(=O)N(c3ccc(F)cc3)C(=O)C2CC(=O)Nc2ccc(OC)cc2)cc1 (stereo not drawn),0,-1,0.1%,0.1,.,.,-6,-1,-17
Cc1ccc(S(=O)(=O)c2nc(S(C)(=O)=O)sc2N2CCCCCC2)cc1,-1,-2,-0.3%,0.5,4,15,-4,-2,6
Cc1cc(-n2ccnc(NCCc3ccc(S(N)(=O)=O)cc3)c2=O)ccc1Br,1,-1,0.1%,-0.5,.,.,0,-2,9
CSCCC(NC(=O)c1ccccc1Cl)C(=O)N1CCN(C(C)=O)CC1 (stereo not drawn),2,4,-2.4%,0.5,10,-5,7,0,-6
Cc1ccc(NC(=S)/N=C(\N)Nc2nc(C)c3ccccc3n2)cc1C,3,-11,-0.9%,0.0,12,-16,-7,-6,1
CCCCC(=O)O[C@H]1CC[C@H]2[C@@H]3CCc4cc(O)ccc4[C@H]3CC[C@]12C,0,28,6.1%,1.0,-11,.,-4,7,6
N#C/C(=C\c1c[nH]c2ccc(Br)cc12)c1ccccn1,2,1,5.8%,1.6,3,-8,4,-9,8
Cc1cccc(SCC(=O)Nc2ccccc2[N+](=O)[O-])c1,2,-5,-2.0%,-0.3,10,8,-10,14,3
CN(NC(=O)c1ccc(Cl)cc1)c1nc(-c2ccccc2)nnc1C(F)(F)F,4,-11,0.6%,4.2,17,-7,0,-4,6
COc1cccc(-c2nn(-c3ccccc3)cc2/C=C(\C#N)C(=O)NCCCn2ccnc2)c1,2,-5,-0.9%,0.6,-10,-14,1,1,0
C/C=C\C(=O)Nc1cccc(C2=NOC3(C2)C[C@H](C(N)=O)N(C(=O)Cc2ccc([N+](=O)[O-])cc2)C3)c1 (stereo partly drawn),3,23,0.0%,0.4,-12,.,10,-3,5

# Arranged by molar mass (highest first): 3 of the compounds above
SMILES,D1 agonist,D1 antag,RXFP1 agonist,D2 ag,D2 antagonist,RXFP1 antagonist,TRHR enhancer,D1 PAM,D2 PAM
COc1cccc(-c2nn(-c3ccccc3)cc2/C=C(\C#N)C(=O)NCCCn2ccnc2)c1,2,-5,-0.9%,0.6,-10,-14,1,1,0
O=c1nc2ccccc2c(NS(=O)(=O)c2ccccc2)n1-c1ccccc1,18,-2,2.5%,1.0,0,6,-1,-5,13
CC1CCCCC1NC(=O)COC(=O)c1ccc2ncsc2c1 (stereo not drawn),3,-20,2.7%,0.8,1,0,3,-3,-4

# New compounds follow.
SMILES,D1 agonist,D1 antag,RXFP1 agonist,D2 ag,D2 antagonist,RXFP1 antagonist,TRHR enhancer,D1 PAM,D2 PAM
O=C(N1CCOCC1)N(Cc1ccco1)CC1CCCO1 (stereo not drawn),2,-4,1.4%,0.2,-5,-1,-10,-2,2
Cc1ccc(C(=O)Nc2cc(Cl)ccc2OC(=O)c2ccc(C)cc2)cc1,3,-15,0.3%,0.6,0,.,8,-3,11
CCc1ccc(NC(=O)CN2C(=O)c3ccccc3Sc3ccc(C(=O)N4CCCC4)cc32)cc1,3,-6,-0.9%,1.2,.,-3,-4,-2,7
Cc1c(NC(=O)c2ccc(-c3cccc([N+](=O)[O-])c3)o2)c(=O)n(-c2ccccc2)n1C,0,-9,0.7%,0.1,-5,-13,-8,0,-5
COc1ccc(Cc2nc(-c3ccncc3)no2)cc1,9,-9,0.2%,-0.6,-20,-17,4,-4,5
O=C(CSc1nccn1Cc1ccc(F)cc1)NCc1ccccc1,0,9,1.6%,0.1,.,1,2,-4,15
CCOC(=O)C1CCN(C(=O)CCc2c(C)nc3c(-c4ccc(F)cc4)c(C)nn3c2C)CC1,2,-2,0.7%,-1.2,-19,.,4,.,4
CCOC(=O)N1CCN(C(=O)c2ccc(OC)cc2)CC1,2,-7,-3.0%,1.2,26,2,3,-1,8
CCc1cccc(CC)c1NC(=O)Cn1nnc2sc3c(c2c1=O)CCCC3,2,-2,-0.3%,0.9,.,-4,-1,-4,10
CCC(=O)c1ccc(-c2ccccc2)cc1,2,-8,0.5%,-0.8,-6,26,22,-5,-2
CNNC(=S)Nc1cccc(C(F)(F)F)c1,0,3,-0.3%,0.6,17,8,-1,-1,8
Cc1csc(=O)n1CC(=O)OCC(=O)c1ccc(Br)cc1,2,3,1.0%,0.0,5,-6,-3,-3,-7
COc1ccc(-c2nsc3c(N4CCN(S(=O)(=O)c5ccccc5)CC4)ncnc23)cc1,3,-25,1.8%,0.6,-8,.,3,-5,0
Cc1cc(NC(=O)CSc2ccc(F)cc2)no1,1,-6,-1.1%,0.0,-11,0,17,-2,.
CC(=O)Nc1sc(N/N=C\c2ccccc2)nc1-c1cccs1,2,19,0.0%,.,.,-18,2,-8,.
Cc1ccc(S(=O)(=O)N2CCCCC2)cc1NC(=O)C1CC(=O)N(Cc2ccccc2)C1 (stereo not drawn),1,-4,-1.3%,0.3,-11,0,-3,5,-5

# Only D2 PAM and RXFP1 agonist (four entries from above):
structure,D2 PAM,RXFP1 agonist
CC(=O)SC1CC2=CC(=O)CCC2(C)C2CCC3(C)C(CCC34CCC(=O)O4)C12 (stereo not drawn),-14,-0.3%
O=C(O)c1cccc(S(=O)(=O)N2CCN(Cc3ccc4c(c3)OCO4)CC2)c1,6,-0.1%
COCCNC(=S)N(Cc1cc2cc(C)ccc2n2nnnc12)C1CCCC1,-2,?
CCC(Oc1ccccc1)C(=O)Nc1ccc2oc(-c3ccc(OC)cc3)nc2c1 (stereo not drawn),11,11%
